mcGAS RapidFire: blocks mouse cGAS cGAMP production | actives 0.18% (n = 130,000) | AID 1259397 | inhibition, % at 12.5 µM | recombinant mouse cGAS, cGAMP by RapidFire MS | Q8C6L5;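 active = inhibition of cGAS enzyme activity at or above 60%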;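 also: enzyme stimulated by 45 bp dsDNA with ATP and GTP substrates; cGAMP share of summed cGAMP plus half ATP and half GTP signals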
Target sequence (Q8C6L5 whole entry, looked up): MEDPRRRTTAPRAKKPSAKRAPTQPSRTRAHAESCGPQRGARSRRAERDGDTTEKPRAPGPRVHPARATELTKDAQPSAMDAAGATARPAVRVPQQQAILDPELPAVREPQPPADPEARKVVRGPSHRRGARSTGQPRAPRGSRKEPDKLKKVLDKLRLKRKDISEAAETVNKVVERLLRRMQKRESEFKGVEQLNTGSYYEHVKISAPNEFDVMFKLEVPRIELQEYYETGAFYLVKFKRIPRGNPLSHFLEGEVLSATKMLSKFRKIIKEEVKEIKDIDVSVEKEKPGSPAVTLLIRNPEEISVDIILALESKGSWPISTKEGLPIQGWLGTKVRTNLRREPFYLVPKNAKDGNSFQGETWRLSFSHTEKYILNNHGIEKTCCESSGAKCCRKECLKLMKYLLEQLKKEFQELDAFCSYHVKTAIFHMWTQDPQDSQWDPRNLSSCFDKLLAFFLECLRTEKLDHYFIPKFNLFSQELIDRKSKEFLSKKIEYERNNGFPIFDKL
* = called active by the depositor; & = joins results of further samples.

SMILES	mcGAS RapidFire
Cc1cc(C)n2nc(C(=O)OCC(=O)Nc3cccc(Cl)c3)nc2n1	0
Cc1nnnn1-c1cccc(-c2n[nH]c(Cc3ccccc3)n2)c1	-20
O=c1cc(-c2ccc3c(c2)OCCCCO3)oc2ccc([N+](=O)[O-])cc12	-2
O=C(Cc1ccccc1)N1CCN=C1SCc1ccc([N+](=O)[O-])cc1	-6
CCCCOC(=O)c1ccc(Nc2ncnc3c2nnn3C)cc1	-10
CC(C)CN(C(=O)C(C)NC(N)=O)C(C)C (centres undefined)	-33
Cc1cc(C)nc(NN=C2CCSc3ccc(F)cc32)n1	-10
O=C(CCc1ccc2c(c1)OCO2)NCc1ccc(Cl)s1	-16
O=C(NC1CCN(C(=O)c2ccco2)CC1)c1cccc(S(=O)(=O)N2CCCCC2)c1	-9
CCCCN(C)C(=O)c1ccc(S(=O)(=O)N2CCN(C(C)=O)CC2)cc1	-3
CS(=O)(=O)c1ccc(NC(=O)CN2C(=O)NC3(CCS(=O)(=O)c4ccc(F)cc43)C2=O)cc1 (centres undefined)	3
O=C(Nn1cnc2ccccc2c1=O)c1ccc(COCC(F)(F)F)cc1	-1
COc1ccc(C)c(NC(=O)C2OC(Cc3ccccc3)=NN2C(C)=O)c1 (centres undefined)	-14
COCc1nnc(NC(=O)COc2ccc(Br)cc2C(C)(C)C)s1	-2
Cc1ccc(C)c(CS(=O)(=O)CC(=O)Nc2ccc(F)cc2F)c1	-3
Fc1ccc(-n2cnnc2-c2ccccc2Cl)cc1	0
COc1cc2nc(NC(=O)Nc3cccs3)sc2cc1OC	-5
CC(CNC(=O)Nc1ccc(C#N)cc1)N1CCc2ccccc21 (centres undefined)	-18
CC1CCc2c(sc3nc(C(C#N)=Cc4ccsc4)[nH]c(=O)c23)C1 (centres undefined)	-14
Cc1ccc(NC(=O)CNCc2cnn(-c3cccc(F)c3)c2)c(C)c1	-4
CCn1ccc(C(=O)N2Cc3cnc(C(C)(C)C)nc3C2)cc1=O	-12
O=C(Nc1ccc(-c2csnn2)cc1)N1CCC(N2CCCC2)C1 (centres undefined)	-10
CN(CCO)CC(C)(C)NS(=O)(=O)c1ccccc1	-16
Cc1cc(C)n(CCCN(C)Cc2cccc3c2OCO3)n1	-34
N#Cc1c2c(c(Cl)n3c1nc1ccccc13)CCC2	-2

Continued, starting with the last five of the part before.
SMILES	mcGAS RapidFire
CCn1ccc(C(=O)N2Cc3cnc(C(C)(C)C)nc3C2)cc1=O	-12
O=C(Nc1ccc(-c2csnn2)cc1)N1CCC(N2CCCC2)C1 (centres undefined)	-10
CN(CCO)CC(C)(C)NS(=O)(=O)c1ccccc1	-16
Cc1cc(C)n(CCCN(C)Cc2cccc3c2OCO3)n1	-34
N#Cc1c2c(c(Cl)n3c1nc1ccccc13)CCC2	-2
COc1cc(NC(=O)c2cc(F)ccc2F)cc(OC)c1	-2
COc1cccc(C(=O)Nc2c(C(=O)Nc3ccc(C)c(C)c3)oc3ccccc23)c1OC	-6
COc1ccccc1-c1cccc(C(=O)N(Cc2cnn(C)c2)C2CC2)c1	-14
Cc1ccccc1NC(=O)CSC1=NS(=O)(=O)c2ccccc2N1	-6
Cc1ccc(C)c(CSC2CCN(C3CCOCC3)C2=O)c1 (centres undefined)	-4
Cc1ccc(NC(=O)C(=O)NC2COc3ccccc32)c2cccnc12 (centres undefined)	-2
CC(C)Cc1cc(CN2CCN3CCN(C)C(=O)C3C2)[nH]n1 (centres undefined)	-36
Cc1nc2sc(C)c(C)n2c(=O)c1NC(=O)CC1CCCCC1	-10
Cc1cc(N2CCSCC2)ccc1NC(=O)N1CCCC(C)C1 (centres undefined)	-4
C=CCN(C(=O)c1csc(CC)c1)C(C)C	-12
COc1ccc(CC(=O)Nc2c(C)nc3ccc(Cl)cn3c2=O)cc1	12
CCCN(CC(O)COc1c(Cl)cccc1Cl)CC1CC1 (centres undefined)	8
CCN(CCn1cccn1)C(=O)CCc1nnc(Cc2cc(OC)ccc2OC)o1	-8
CN1CC2([N+](=O)[O-])CC=C(C(=O)O)C([N+](=O)[O-])(C1)C2 (centres undefined)	-15
CCC1=[N+](C)CCn2c(C)ccc21	-6
COc1ccc(CN2CCC(C(=O)NC(c3ccc(Cl)cc3)c3ccccn3)CC2)cc1 (centres undefined)	-4
CC(c1ccc(Cl)cc1)S(=O)(=O)Cc1cccc(C#N)c1 (centres undefined)	-4
NC(=O)NC(=O)CCN1CC(c2ccccc2)OC(c2ccc(F)cc2)C1 (centres undefined)	-1
O=C(CC1COCCN1)N1CCN(c2ncccn2)CC1 (centres undefined)	-18
O=C(CNc1ccc(S(=O)(=O)N2CCCCCC2)cc1)Nc1ccc(N2CCCC2=O)cc1	0
CCc1nc(CN2CCCOc3ccccc32)no1	3
COc1ccc(CN(C)C(=S)NC2CC3CCC2C3)cc1OC (centres undefined)	-3
O=C(Nc1ccc(-n2cnnn2)cc1)c1cc2ccccc2o1	0
CN1C(C(=O)NCC2CCCO2)=CC(c2ccco2)=NS1(=O)=O (centres undefined)	-6
COC(=O)c1cc(CNC(=O)C2(c3cccc(F)c3)CCC2)oc1C	-4

The final three entries of the section before lead into the next.
SMILES	mcGAS RapidFire
O=C(Nc1ccc(-n2cnnn2)cc1)c1cc2ccccc2o1	0
CN1C(C(=O)NCC2CCCO2)=CC(c2ccco2)=NS1(=O)=O (centres undefined)	-6
COC(=O)c1cc(CNC(=O)C2(c3cccc(F)c3)CCC2)oc1C	-4
COc1ccc(Cl)cc1NC(=O)C(C)Oc1cccc(C#N)c1 (centres undefined)	-7
Cc1ccc(-c2nnc(Nc3cccc(Cl)c3)[nH]c2=O)cc1	-12
O=C1NC(=Nc2ccccc2)S/C1=C\c1cccc([N+](=O)[O-])c1	1
Cc1ccc(C(=O)CCC(=O)N2CCC(NC(=O)c3ccncc3)CC2)cc1	-15
N#Cc1cccc(NC(=O)C2C3CC4CC(C3)CC2C4)c1 (centres undefined)	-14
O=c1cc(C23CC4CC(CC(C4)C2)C3)[nH][nH]1	-3
Cc1cc(C(NC(C)(C)C)C(=O)O)cc(C)c1O (centres undefined)	1
CCOC(=O)c1sc2nc(CS)[nH]c(=O)c2c1C	6
Cc1cc(C)c2[nH]c(C)c(CC(=O)N(C)C(C)c3ccon3)c2c1 (centres undefined)	1
O=C(CCCNC(=O)c1ccsc1)NCc1ccc(N2CCCC2=O)cc1	-4
CCC(=O)Nc1cccc(C(=O)N2CCCC(c3nc(C(C)C)no3)C2)c1 (centres undefined)	-17
Cc1nc(Cn2nnnc2C2CCCC2)no1	-2
CC(=O)NCc1ccc(-c2nn3cnnc3s2)cc1	2
CC(c1ccc(Cl)cc1)N(C)C(=O)/C=C/c1ccccn1 (centres undefined)	-2
Cc1nc2c(C)cccn2c(=O)c1NC(=O)c1ccc(Cl)cc1	-5
CN(C)c1ncccc1NC(=O)c1ccc(C2SCCS2)cc1	-2
Cc1ccc(C(C)C)cc1OCC(=O)Nc1ccncc1	-15
O=C(Nc1ccc(F)c(-c2nnc3n2CCCCC3)c1)C1CCOCC1	-1
Cn1nnc(-c2ccc(C(=O)N3CC(c4cccnc4)C3)cc2)n1	-16
CN1C(=O)c2cccc(NC(=O)C3CCCCC3)c2C1=O	-7
COCc1ccc(C(=O)N(C)CC2CCN(CCc3ccc(OC)cc3)CC2)o1	-9
Cc1nc(C(C)C)sc1C(=O)NCCc1ccccc1F	-24
Cc1nc2sccn2c(=O)c1S(=O)(=O)NCCN1CCOCC1	-5
O=C(O)CC(CC(F)(F)C(F)(F)C(F)(F)F)C(=O)O (centres undefined)	19
CC1CCN(C(=S)SCC(=O)Nc2ccc(Br)cn2)CC1	-2

Filtered by structure: those above containing a nitro group on carbon (four)
SMILES	mcGAS RapidFire
O=c1cc(-c2ccc3c(c2)OCCCCO3)oc2ccc([N+](=O)[O-])cc12	-2
O=C(Cc1ccccc1)N1CCN=C1SCc1ccc([N+](=O)[O-])cc1	-6
CN1CC2([N+](=O)[O-])CC=C(C(=O)O)C([N+](=O)[O-])(C1)C2 (centres undefined)	-15
O=C1NC(=Nc2ccccc2)S/C1=C\c1cccc([N+](=O)[O-])c1	1

Further results:
SMILES	mcGAS RapidFire
O=c1cc(CN2CCCC3(CCCc4ccccc43)C2)nc(C2CC2)[nH]1 (centres undefined)	-6
CC(=O)N[C@@H]1C[C@H](Cc2ccccc2)O[C@H](c2c(C)nn(C)c2Cl)C1	-12
Cc1ccc(-n2c(CCN3CCOCC3)n[nH]c2=S)cc1	-12
C=CCN(Cc1ccccc1Cl)C(=O)CCN(C)S(C)(=O)=O	-18
CC(C)C1CN(C(=O)NCCC2CCN(C)CC2)CCS1 (centres undefined)	1
CCOC(=O)c1nn(-c2ccccc2C)c(=O)cc1N1CCC(Cc2ccccc2)CC1	-6
CC(C)(C)CC(C)(C)c1ccc(O)c(Cc2ccc(Cl)cc2Cl)c1	-8
O=C(NCCCN1CCCC1=O)c1cn(CC2CCCCC2)nn1	-3
O=C(CCC1CCCC1)NNC(=O)C1COc2ccccc2O1 (centres undefined)	1
COc1ccc(C(=O)N2CC[C@H](CO)[C@H](O)C2)c(C)c1	-34
Cc1cc(C)c(S(=O)(=O)N2CCN(Cn3cccnc3=S)CC2)c(C)c1	-15
Cc1cc(C(=O)CN2CCC(C)CC2)c(C)n1-c1ccccc1F	3
O=C(CN(CCO)Cc1nccs1)NC1CCCCCCC1	-5
C=CCOC(=O)C1=C(C)Nc2nc(SCC=C)[nH]c(=O)c2C1c1ccc(OC)c(OC)c1 (centres undefined)	-10
CC(C)(C)NC(=O)CN1CCCN(C(C(=O)N2CCOCC2)c2ccccc2)CC1 (centres undefined)	-2
C#CCN(C(=O)C(CC)OC1CCCCC1)c1nccs1 (centres undefined)	-8
O=C(c1ccoc1)N1CCC(CO)(CCc2ccccc2)CC1	3
CCN(CCNC(=O)Cc1ccc(NC(C)=O)cc1)c1cccc(C)c1	-1
CCN(CC)C(=O)CSc1n[nH]c(=S)s1	21
Oc1oc(-c2cccc3ccccc23)nc1C=Nc1ccccc1Br	-13
CS(=O)(=O)Nc1ccc(C2=NN(S(C)(=O)=O)C(c3ccco3)C2)cc1 (centres undefined)	-1
CCS(=O)(=O)c1ccccc1NC(=O)C1CCCCC1	-17
COc1ccc(CN=C2Nc3nc(C)cc(=O)n3C(c3ccccc3)N2)cc1 (centres undefined)	-1
O=C(CCN1CCN(C(=O)/C=C/c2cc(Cl)c3c(c2)OCO3)CC1)NC1CC1	-10
COc1cccc(-c2nnn(CC(O)CN3CCOCC3)n2)c1 (centres undefined)	-4
Continued:
SMILES	mcGAS RapidFire
N#Cc1c(Cl)nsc1NC1CC1c1cccc(Cl)c1 (centres undefined)	-6
CC(C)(C)P(=Nc1cc(Cl)ccc1Cl)(N1CCCCC1)N1CCCCC1	-4
Cc1cc(C)nc(NCCCn2nccc2C2CC2)n1	-10
O=S(=O)(NN=Cc1ccncc1)c1ccc(Br)cc1	-14
CCc1cc2c(SCC(=O)Nc3cc(C(C)(C)C)no3)ncnc2s1	-1
COC(=O)c1cc2c(=O)n(-c3ccccc3F)ccc2nc1C	-12
CC1=NN(S(=O)(=O)c2cccc([N+](=O)[O-])c2)B(O)c2ccsc21	-11
CCOc1ccc(NC(=O)NCc2nnnn2C2CCCCC2)cc1	18
CCc1ccc2oc3c(c(=O)c2c1)C(c1ccccc1)N(c1cc(C)on1)C3=O (centres undefined)	-3
NC[C@@H]1O[C@H](O[C@@H]2[C@@H](CO)OC(O[C@@H]3[C@@H](O)[C@H](N)C[C@H](N)[C@H]3O[C@H]3O[C@H](CO)[C@@H](O)[C@H](O)[C@H]3N)[C@@H]2O)[C@H](N)[C@@H](O)[C@@H]1O (some centres undefined)	-4&-1
COc1ccc(CCCN(C)C(=O)c2cccc3c2OC(C)C3C)cc1OC (centres undefined)	0
O=c1cc(CNc2ccccc2F)nc2ccc(Br)cn12	-10
NS(=O)(=O)c1ccc(OCCN2CCN(c3ccccc3F)CC2)cc1	3
Cc1onc(-c2ccccc2Cl)c1C(=O)N1CC(C)CC(C)C1 (centres undefined)	-6
O=C1COCc2ccc(-c3ccccc3)cc2N1CCN1CCOCC1	7
CC(C)c1noc(CCCC(=O)N2CCCN(CC3CCCO3)CC2)n1 (centres undefined)	-2
CNS(=O)(=O)c1cccc(C(=O)N(C)Cc2ccc(C(C)C)cc2)c1	2
CCOC(=O)c1ccc(Sc2nc(C)cs2)nc1	-2
Cn1c(COc2ccccc2Br)nc2ccccc21	-8
CC(=O)N1CCOCCN(C(C)=O)CCOCC1	-4
CN(C)C(=O)c1cc(-c2ccncc2)n[nH]1	-6
Cc1cc(C(=O)N2CCn3c(C(N)=O)cnc3C2)c(-c2ccccc2)o1	-12
CCCc1ccc(C(=O)C(C#N)=C(O)c2ccc(OC)nc2)cc1	2
O=C(Nc1ccccc1)c1cc2n(n1)CCCN(C(=O)c1cc3ncccn3n1)C2	-18
COC(=O)C(C)N(C(=O)c1cc(C2CC2)n(C(C)(C)C)n1)C1CC1 (centres undefined)	-8
(cont.)
SMILES	mcGAS RapidFire
O=C(NCC(c1ccc(C(F)(F)F)cc1)N1CCOCC1)C1CC2CCC1C2 (centres undefined)	-2
Cc1ccc(-c2nc(CNC(=O)N3CCOCC3C)co2)cc1 (centres undefined)	-16
COc1ccc(C(=O)NCc2nnc(SCC(=O)Nc3cccc(C)c3)n2-c2ccc(Br)cc2)c(OC)c1	0
COc1ccc(NS(=O)(=O)c2ccc(N)cc2)nn1	-3
COc1ccc(NC(=S)NCCN2CCOCC2)cn1	-8
CCN(CC)C(=O)C1(O)C2C=CC=CC2=NC(=O)N1c1ccccc1 (centres undefined)	-1
Cc1ccccc1NC(=O)CC(=O)N(C)Cc1csc(-c2ccccc2)n1	-19
Cc1nc2ccc(Cl)cn2c(=O)c1NC(=O)c1ccc(Br)cc1	13
CCOc1ccc(C(=O)NC(C)c2ccc(Cl)s2)cn1 (centres undefined)	-14
Cc1cccc2cc(C(=O)N3C[C@H]4CC=CC[C@H]4C3)oc12	8
CN(C)S(=O)(=O)c1ccc(C(=O)Nn2cnc3c(cnn3-c3ccc(F)cc3)c2=O)cc1	-6

High-throughput results from PubChem.

This is a subset, so the mix of outcomes need not match the whole.
